hIAP block = human IAP inhibition. P09923. 330,000 tested, 0.12% active. purified IAP, CDP-Star luminescence, 30 min. inhibition, % at 10 µM;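 active = inhibition reaching a set limit with compound at 10 µM in the primary screen, cut at about 35% in these data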;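 note: plate controls were DMSO wells with enzyme for no effect and no-enzyme buffer wells for full effect; values of inactives mirror those of a sister screen read the other way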
NLRP3 yeast inh = blocks the NALP3 inflammasome reconstituted in yeast | 330,000 tested, 0.39% active | AID 2825 | inhibition, % at 10 µM | Yeast reconstituted NLRP3/ASC/caspase-1, beta-gal luminescence, 24 h;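 active = inhibition of 50% or more; inactive = inhibition below 50%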;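 note: plate controls were induced DMSO wells for no effect and uninduced yeast grown without galactose for full effect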
mIAP block = mouse IAP inhibition. purified mouse IAP, CDP-Star luminescence, 30 min. inhibition, % at 10 µM. AID 2806. 330,000 tested, 0.2% active;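 active = inhibition of at least 40% at 10 µM in the primary screen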;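 note: plate controls were DMSO with enzyme for no effect and no enzyme wells for full effect; values of inactives mirror those of a sister screen read the other way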
mIAP activ = increases mouse intestinal alkaline phosphatase activity | activation factor at 10 µM | 330,000 tested, 0.24% active | AID 2805 | muIAP, CDP-Star luminescence, 30 min; stronger effect = higher value; 1 = vehicle-only enzyme signal, 0 = enzyme-free wells;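 active = activation factor of at least 2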; note: the source names both 10 and 20 µM as test concentration; values of inactives mirror those of a sister screen read the other way
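Assay system: mouse IAP enzyme; Reagent: CDP-Star chemiluminescent phosphatase substrate; Compound: DMSO-dissolved test compounds; Incubation: 30 min, room temperature; Technique: luminescence from enzymatic CDP-Star hydrolysis; Controls: DMSO-only wells and no-enzyme negative control.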
hIAP activ = human IAP activation. P09923. purified human IAP, CDP-Star luminescence, 30 min; stronger effect = higher value; 1 = vehicle-only enzyme, 0 = enzyme-free background. activation factor at 10 µM. 330,000 tested, 0.16% active;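 active = activation factor of the enzyme at least 2-fold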; note: the source names both 10 and 20 µM as test concentration; values of inactives mirror those of a sister screen read the other way
ATG4B inh = inhibitors of human ATG4B cysteine protease; Q9Y4P1; ATG4B cleavage of LC3-PLA2, NBD-HPC fluorescence, 1 h; inhibition, % at 8.33 µM; 340,000 tested, 0.51% active; AID 504462; in the data active = inhibition above about 40%
tim10-1 inh = growth inhibitors of tim10-1 mutant yeast. 330,000 tested, 2.2% active. S. cerevisiae tim10-1 ts strain growth, BacTiter-Glo, 24 h. inhibition, % at 20 µM. AID 463190;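 active = inhibition of at least 40%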;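 note: mutant grown at 25 °C; 0% = DMSO wells with yeast and 100% = wells holding no yeast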
TIM10 inh = inhibits growth of TIM10 yeast strain; S. cerevisiae TIM10 strain growth, BacTiter-Glo luminescence, 24 h; inhibition, % at 10 µM; 330,000 tested, 1.4% active; AID 463195;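 active = inhibition of 40% or more at the single tested concentration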;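 note: wild-type TIM10 isogenic control strain grown at permissive 25 °C; 0% = DMSO yeast wells and 100% = minimal medium wells without yeast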
Apaf-1 inh = blocks human Apaf-1 apoptosome activity; O14727; AID 489030; inhibition, % at 20 µM; 330,000 tested, 0.71% active; reconstituted apoptosome caspase-3 activity, DEVD-Rh110 fluorescence; active = inhibition of at least 40% at 20 µM;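 note: plate controls were DMSO wells for no effect and DEVD-CHO caspase inhibitor wells for full effect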
Target sequence (O14727 whole entry, looked up): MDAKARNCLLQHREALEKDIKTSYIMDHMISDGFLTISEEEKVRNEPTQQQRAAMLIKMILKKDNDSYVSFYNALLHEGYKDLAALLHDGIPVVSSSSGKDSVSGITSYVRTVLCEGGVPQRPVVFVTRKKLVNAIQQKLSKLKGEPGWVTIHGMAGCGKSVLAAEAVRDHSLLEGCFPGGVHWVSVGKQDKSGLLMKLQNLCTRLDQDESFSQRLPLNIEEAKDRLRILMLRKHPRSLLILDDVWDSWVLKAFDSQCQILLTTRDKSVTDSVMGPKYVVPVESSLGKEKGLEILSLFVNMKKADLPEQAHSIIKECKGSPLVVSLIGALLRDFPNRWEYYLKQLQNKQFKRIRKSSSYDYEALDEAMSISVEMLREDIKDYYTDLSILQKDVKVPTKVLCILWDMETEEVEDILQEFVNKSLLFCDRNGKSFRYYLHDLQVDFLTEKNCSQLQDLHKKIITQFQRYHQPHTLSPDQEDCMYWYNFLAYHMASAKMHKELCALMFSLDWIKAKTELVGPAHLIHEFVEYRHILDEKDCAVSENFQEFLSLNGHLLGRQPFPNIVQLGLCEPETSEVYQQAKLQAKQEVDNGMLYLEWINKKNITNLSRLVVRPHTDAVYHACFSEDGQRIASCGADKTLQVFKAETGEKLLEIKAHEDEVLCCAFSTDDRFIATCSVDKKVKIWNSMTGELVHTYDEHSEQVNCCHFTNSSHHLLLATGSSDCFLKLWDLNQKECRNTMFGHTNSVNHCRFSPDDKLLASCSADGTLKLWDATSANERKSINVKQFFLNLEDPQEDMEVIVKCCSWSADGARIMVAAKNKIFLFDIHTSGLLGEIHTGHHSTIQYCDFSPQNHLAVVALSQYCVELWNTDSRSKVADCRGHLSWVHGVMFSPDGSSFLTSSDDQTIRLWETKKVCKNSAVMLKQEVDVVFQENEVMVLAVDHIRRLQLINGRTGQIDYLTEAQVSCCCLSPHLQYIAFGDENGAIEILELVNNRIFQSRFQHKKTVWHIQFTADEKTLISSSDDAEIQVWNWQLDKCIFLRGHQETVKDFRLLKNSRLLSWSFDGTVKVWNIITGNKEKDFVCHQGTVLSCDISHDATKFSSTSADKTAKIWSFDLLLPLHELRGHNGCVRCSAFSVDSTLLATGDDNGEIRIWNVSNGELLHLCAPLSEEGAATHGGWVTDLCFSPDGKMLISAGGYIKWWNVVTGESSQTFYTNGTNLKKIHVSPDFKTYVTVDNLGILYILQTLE
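detection = Rh110 fluorescence intensity | test system = biochemical Apaf-1 apoptosome reconstitution | also added = cytochrome c and DEVD-Rh110 substrate | schedule = 30 min plus 50 min, RT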
The depositor's hits bear a star.

SMILES | hIAP block | NLRP3 yeast inh | mIAP block | mIAP activ | hIAP activ | ATG4B inh | tim10-1 inh | TIM10 inh | Apaf-1 inh
CCCS(=O)(=O)N1CCC(C(=O)NCc2ccccc2Cl)CC1 | 3 | 12 | -3 | 1 | 0.97 | 3 | -11 | 0 | -1
CC(OC(=O)C1=COCCO1)C(=O)Nc1ccc(Oc2ccccc2)cc1 (centres undefined) | 8 | 24 | -12 | 1.1 | 0.92 | -17 | -28 | -19 | 17
CCOc1cc(NC(=S)NCCCN2CCOCC2)c(OCC)cc1NC(=O)c1ccco1 | 15 | 19 | 12 | 0.88 | 0.85 | -3 | 10 | -7 | -2
CN1CCN(c2ccc(S(=O)(=O)N3CCCCC3)cc2NC(=O)CCc2ccccc2)CC1 | 3 | 23 | 6 | 0.94 | 0.97 | 3 | -9 | 12 | -11
Cc1ccc(-c2noc(-c3ccccc3F)n2)cc1 | -15 | 12 | 3 | 0.97 | 1.1 | 12 | 19 | 19 | 4
Cc1cc(C)n(-c2ccc(Cl)c(C(=O)Nc3cc(C(F)(F)F)ccc3Cl)n2)n1 | 17 | 15 | 21 | 0.79 | 0.83 | 3 | -8 | 3 | 6
CCc1ccc(/C=C2\SC(=S)N(CCC(=O)NCCCN3CCOCC3)C2=O)cc1 | -21 | 25 | 11 | 0.89 | 1.2 | 20 | 16 | 23 | 20
CCOc1ccc(NC(=O)Nc2nnc(CC)s2)cc1 | -7 | 14 | -12 | 1.1 | 1.1 | -4 | 5 | 5 | 6
CCC(C)c1ccccc1N1CC(C(=O)NCCC2=CCCCC2)CC1=O (centres undefined) | -4 | 11 | -9 | 1.1 | 1 | -6 | 13 | 11 | 6
Cc1ccc(C(=O)COC(=O)c2cn3ccccc3n2)cc1 | -10 | 27 | 5 | 0.95 | 1.1 | -3 | 20 | 48* | -12
CCCC(=O)Nc1c2c(nn1-c1ccccc1)CSC2 | -6 | 8 | 10 | 0.9 | 1.1 | 3 | 7 | -7 | -7
O=C(C1CCN(S(=O)(=O)c2cnc[nH]2)CC1)N1CCN(Cc2ccc3c(c2)OCO3)CC1 | 9 | 10 | -5 | 1.1 | 0.91 | -2 | -2 | -1 | -4
Cc1ccc(CC(NC(=O)c2ccccc2)C(=O)N2CCCC2C(=O)O)cc1 (centres undefined) | 17 | 4 | 3 | 0.97 | 0.83 | -6 | -4 | 1 | -15
CC(C)(C)c1ccc(C(=O)c2c[nH]c(C(=O)NCc3cccs3)c2)cc1 | 5 | 16 | 2 | 0.98 | 0.95 | 1 | -1 | 0 | -1
C[C@H](NC(=O)c1ccccc1F)C(=O)N1CCC2(CC1)NCCc1[nH]cnc12 | 8 | 9 | -2 | 1 | 0.92 | -4 | -5 | 0 | -5
CC(C)OC(=O)C(C)Nc1n[nH]c(=S)[nH]c1=O (centres undefined) | 8 | 5 | 2 | 0.98 | 0.92 | -14 | 6 | 7 | -1
Cc1ccc(CNC(=O)C2CCCN(S(=O)(=O)c3ccc(F)cc3)C2)cc1 (centres undefined) | -8 | 11 | 0 | 0.99 | 1.1 | 11 | -14 | 0 | 16
Cc1ccc(S(=O)(=O)N2CCN(C(=O)COC(=O)CCc3ccccc3)CC2)c(C)c1 | -7 | 17 | -5 | 1.1 | 1.1 | -9 | 25 | 17 | 12
C[C@H](NC(=O)c1nc[nH]c1C(=O)NCCCCCNC(=O)OC(C)(C)C)C(=O)OCc1ccccc1 | -33 | 11 | 2 | 0.98 | 1.3 | 4 | 3 | -4 | 19
Cc1ccc(-n2ncc3c(=O)n(CC#N)cnc32)cc1C | -11 | 9 | 2 | 0.98 | 1.1 | 3 | 5 | 19 | 0

Single values from the entries so far.
`Cc1cc(C)n(-c2ccc(Cl)c(C(=O)Nc3cc(C(F)(F)F)ccc3Cl)n2)n1` in NLRP3 yeast inh shows 15
`CC(OC(=O)C1=COCCO1)C(=O)Nc1ccc(Oc2ccccc2)cc1` (centres undefined) in TIM10 inh shows -19
`CCc1ccc(/C=C2\SC(=S)N(CCC(=O)NCCCN3CCOCC3)C2=O)cc1` in mIAP activ shows 0.89
`CC(C)(C)c1ccc(C(=O)c2c[nH]c(C(=O)NCc3cccs3)c2)cc1` in hIAP block shows 5

Next section:
SMILES | hIAP block | NLRP3 yeast inh | mIAP block | mIAP activ | hIAP activ | ATG4B inh | tim10-1 inh | TIM10 inh | Apaf-1 inh
Cc1ccc(-n2ccnc2SCC(=O)O)cc1C | -3 | -6 | -13 | 1.1 | 1 | -7 | -14 | 4 | 2
CCOC(=O)c1c(C)[nH]c(C)c1S(=O)(=O)NCC1CCN(Cc2cccc(F)c2)CC1 | -23 | 8 | -13 | 1.1 | 1.2 | -4 | -11 | -15 | -3
O=C(Nc1ccc2ncccc2c1)c1ccccc1 | 20 | 5 | 3 | 0.97 | 0.81 | 4 | 0 | 7 | -9
Cc1cc(C(F)F)n2ncc(C(=O)O)c2n1 | 13 | 6 | 6 | 0.94 | 0.87 | -8 | -11 | -10 | -18
O=C(CSc1nc2ccccc2s1)NCc1ccc2c(c1)OCO2 | 10 | 35 | 2 | 0.98 | 0.9 | 2 | -11 | -3 | -2
CCCCc1nc2ccccc2[nH]1 | 0 | 10 | 2 | 0.98 | 1 | -5 | 3 | 4 | -2
CCOC(=O)CSc1ccc2nnc(-c3ccccc3)n2n1 | -8 | 20 | -12 | 1.1 | 1.1 | -8 | 16 | -1 | 9
CC(=O)NC(CC(=O)NCC(=O)Nc1ccc(F)c(F)c1)c1ccccc1 (centres undefined) | 14 | 12 | 1 | 0.99 | 0.86 | 8 | 3 | 0 | 1
CN1CCN(CC(=O)Nc2ccccc2C(F)(F)F)CC1 | 19 | 6 | 6 | 0.94 | 0.81 | 3 | 2 | 1 | 2
Cc1ccc(NCc2cccnc2)c(Br)c1 | 6 | 29 | 6 | 0.94 | 0.94 | -2 | 3 | 0 | -6
CCOC(=O)NNC(=O)NCCCCCCNC(=O)NNC(=O)OCC | -8 | 10 | 2 | 0.98 | 1.1 | 0 | 10 | 18 | -14
CCOc1ccc(NC(=O)CCc2c(C)noc2C)cc1OC | -10 | 17 | -4 | 1 | 1.1 | 1 | 10 | 4 | 12
Cc1c(C(=O)NCCN(C)C)oc2ccc(S(=O)(=O)N3CCCC3)cc12 | -4 | 17 | -10 | 1.1 | 1 | -5 | 1 | -9 | -10
CCOc1cc(-c2ccc(N)c(OCC)c2)ccc1N | 7 | 22 | 10 | 0.9 | 0.93 | -10 | -3 | -5 | 5
COCCNC(=O)C1CCN(C(=O)c2cc3sccc3n2Cc2ccc(F)cc2)CC1 | -16 | -2 | 2 | 0.98 | 1.2 | 0 | 24 | 26 | -22
CC(CS(=O)(=O)c1ccccc1[N+](=O)[O-])N1CCOCC1 (centres undefined) | 3 | 19 | 2 | 0.98 | 0.97 | -8 | -2 | 1 | 1
N/C(=N\S(=O)(=O)c1cc(C(F)(F)F)cc(C(F)(F)F)c1)c1cccs1 | -31 | -6 | 0 | 1 | 1.3 | 4 | 5 | 1 | 1
CCCNS(=O)(=O)c1ccc(CCC(=O)NCc2ccc3c(c2)OCO3)cc1 | 9 | 1 | 0 | 1 | 0.91 | -2 | 6 | 10 | 7
Cn1c(SCC(=O)N2CCOCC2)nc2c(c1=O)SCC2 | 0 | 7 | -10 | 1.1 | 1 | -3 | 17 | 1 | 18
Cc1cc(=O)n2c(n1)NC(Nc1cccc(C)c1C)=NC2c1ccc(F)cc1 (centres undefined) | 6 | -8 | -1 | 1 | 0.94 | 3 | 9 | 18 | -16
Cc1ccc(CSc2nnnn2C)cc1 | 10 | 15 | 7 | 0.93 | 0.9 | 6 | 1 | -4 | -1
Cc1csc(N(C(=O)c2ccc(S(=O)(=O)N(C)C)cc2)c2ccccc2)n1 | -34 | 7 | -2 | 1 | 1.3 | -3 | 7 | 0 | -5
CCOc1ccccc1N1CCN(C(=O)CNC(=O)c2ccc(OC)c(OC)c2)CC1 | -20 | 20 | -4 | 1 | 1.2 | -7 | 28 | 1 | 1
COc1ccccc1NS(=O)(=O)c1ccc(C(=O)NCCCN2CCOCC2)cc1 | -15 | 3 | 3 | 0.97 | 1.2 | -7 | 3 | -3 | 11
CN(C(=O)c1ccncc1)C1CC(C)(C)N(O)C(C)(C)C1 | 6 | 2 | -9 | 1.1 | 0.94 | -11 | -15 | -3 | 9
COc1ccc(NC(=O)CN2CCN(CC(=O)Nc3ccccc3Cl)CC2)cc1Cl | -2 | 17 | 6 | 0.94 | 1 | -15 | 35 | 0 | 16
CCC(=O)Nc1c(-c2ccc(Cl)cc2)c(=O)c2ccccc2n1C | -6 | 1 | -4 | 1 | 1.1 | 5 | 5 | -4 | -3
COCCn1c(SCC(=O)N2CCC(C)CC2)nc2c([nH]c3ccccc32)c1=O | 7 | 9 | -6 | 1.1 | 0.93 | -4 | 11 | 16 | 10
Cc1ccc(Oc2cc(NC(=O)CCCn3nc([N+](=O)[O-])cc3C)cc([N+](=O)[O-])c2)cc1 | 5 | 4 | 13 | 0.87 | 0.95 | 67* | 28 | 30 | 15
CN(c1ccccc1)S(=O)(=O)c1cccc(NC(=O)COc2ccccc2)c1 | -5 | -3 | -38 | 1.4 | 1 | -11 | 8 | 0 | 25
COC(=O)c1ccccc1NC(=O)NCc1c(C)nn(C)c1C | -1 | 6 | -8 | 1.1 | 1 | 10 | 3 | -9 | -22
O=c1[nH]c(/C(Cl)=C/c2c(F)cccc2Cl)nc2cc(Cl)ccc12 | -6 | 11 | 21 | 0.79 | 1.1 | 5 | 34 | -9 | -7
CCn1c2c(c3cc(C(=O)O)ccc31)CCCC2=O | 2 | 3 | 5 | 0.95 | 0.97 | -3 | -6 | -31 | -2
Cc1nc2ccccn2c1C(=O)N/N=C/c1cc(C)n(-c2ccc(Br)cc2)c1C | 10 | -2 | -9 | 1.1 | 0.9 | -1 | 44* | 31 | 21
O=C1CCC([N+](=O)[O-])C(c2cc3c(cc2Br)OCO3)N1 (centres undefined) | -7 | 4 | 1 | 0.99 | 1.1 | -2 | 6 | -3 | -7
N#Cc1ccccc1S(=O)(=O)N1CCN(C(=O)[C@H](Cc2ccccc2)NC(=O)c2ccco2)CC1 | -1 | 11 | 0 | 1 | 1 | -8 | 1 | -2 | -4
CS(=O)(=O)N(Cc1ccc(C(=O)NC2CCCCC2O)cc1)c1ccccc1 (centres undefined) | -4 | -8 | -5 | 1.1 | 1 | -6 | 0 | -3 | 1
COc1ccc(CCNC(=O)C(=O)NCc2cccs2)cc1OC | -3 | 18 | 5 | 0.95 | 1 | -15 | 4 | 8 | -11
CCN(CC)C(=O)[C@H]1CC(CC(=O)NCCCN(C)C)C(=O)N2CCc3c([nH]c4ccccc34)[C@]12C (some centres undefined) | -10 | 5 | -2 | 1 | 1.1 | 0 | 10 | -5 | 44*
COc1ccccc1CNC(=O)C1CCN(S(=O)(=O)N2CC(C)CC(C)C2)CC1 (centres undefined) | -11 | 8 | -9 | 1.1 | 1.1 | 4 | 8 | 12 | -8
O=C(Nc1nncs1)c1cccc(S(=O)(=O)N2CCCC2)c1 | 5 | -15 | 6 | 0.94 | 0.95 | -11 | 3 | 11 | 2

Entries listed so far that have a tert-butyl group (2):
SMILES | hIAP block | NLRP3 yeast inh | mIAP block | mIAP activ | hIAP activ | ATG4B inh | tim10-1 inh | TIM10 inh | Apaf-1 inh
CC(C)(C)c1ccc(C(=O)c2c[nH]c(C(=O)NCc3cccs3)c2)cc1 | 5 | 16 | 2 | 0.98 | 0.95 | 1 | -1 | 0 | -1
C[C@H](NC(=O)c1nc[nH]c1C(=O)NCCCCCNC(=O)OC(C)(C)C)C(=O)OCc1ccccc1 | -33 | 11 | 2 | 0.98 | 1.3 | 4 | 3 | -4 | 19
